M4 antag: CHRM4 antagonism in calcium assay. P08173. CHO-hM4 cells, ACh EC80, Fluo-8 calcium fluorescence. inhibition, % at 3 µM. hit rate 0.73% among 360,000. AID 624125;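 active means inhibition above its plate's cutoff, the mean inhibition of sample wells plus 3 SD, cut at about 27% in these data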;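 further: 0% = acetylcholine EC80 with DMSO and 100% = DMSO without agonist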
CHRM1 PAM: potentiates human M1 receptor response to acetylcholine; hit rate 0.088% among 360,000; activation, % at 3 µM; CHO-K1 hM1, Fluo-8 calcium fluorescence, ACh EC20; 0% = ACh EC20, 100% = maximal ACh; in the data active means activation above about 19%, passing the limit was not always enough
Target sequence (P11229 whole entry, looked up): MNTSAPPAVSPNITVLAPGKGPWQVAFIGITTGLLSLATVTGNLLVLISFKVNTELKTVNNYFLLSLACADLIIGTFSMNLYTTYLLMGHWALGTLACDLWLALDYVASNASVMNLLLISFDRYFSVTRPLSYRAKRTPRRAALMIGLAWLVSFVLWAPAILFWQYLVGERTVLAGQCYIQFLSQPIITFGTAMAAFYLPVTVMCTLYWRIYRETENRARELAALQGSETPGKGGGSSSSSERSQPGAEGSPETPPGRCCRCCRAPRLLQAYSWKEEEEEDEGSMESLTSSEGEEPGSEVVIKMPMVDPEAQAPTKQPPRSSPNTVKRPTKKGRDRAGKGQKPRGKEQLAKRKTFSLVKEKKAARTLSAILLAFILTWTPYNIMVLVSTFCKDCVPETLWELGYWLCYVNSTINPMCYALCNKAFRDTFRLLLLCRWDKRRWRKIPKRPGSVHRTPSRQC
M5 PAM: potentiates acetylcholine response at human M5 receptor; P08912; CHO-K1 hM5, Fluo-8 calcium, ACh EC20 PAM; 0% = ACh EC20, 100% = ACh EC100; activation, % at 3 µM; hit rate 0.3% among 360,000;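 active means activation above the run cutoff, the mean activation of all test compounds plus 3 SD, cut at about 18% in these data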
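Test system: CHO-K1 hM5 cells / Doses: single-point, 3 µM nominal / Times: Post-acetylcholine fluorescence recording 140 s / Technique: Fluo-8 calcium fluorescence / Measure: Max/basal fluorescence ratio as % of EC20–EC100 ACh window / Benchmarks: low control EC20 acetylcholine (0%), high control EC100 acetylcholine (100%) / Replicates: one well per compound, no replicates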
M1 ag: human M1 muscarinic receptor agonism; activation, % at 3 µM; AID 588814; P11229; CHO-K1 hM1, Fluo-8 calcium fluorescence, agonist mode; 0% DMSO, 100% acetylcholine EC100; hit rate 0.33% among 360,000;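 active means activation above the run's mean compound activation plus 3 SD, cut at about 16% in these data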;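 further: peak over basal fluorescence ratio within a 140 s kinetic read after compound addition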
CHRM4 agonist: agonists of human muscarinic M4 receptor (CHRM4); P08173; CHO-K1 hM4/Gqi5, Fluo-8 calcium fluorescence; vehicle 0%, full acetylcholine response 100%; activation, % at 3 µM; hit rate 0.14% among 360,000; AID 624127;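 active means activation above the run mean over all test wells plus 3 SD, cut at about 32% in these data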;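 further: peak over basal fluorescence ratio per well then scaled between controls; 0% = DMSO wells and 100% = acetylcholine at EC100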
M5 antag: CHRM5 antagonism in calcium assay. P08912. CHO-hM5 cells, Fluo-8 calcium fluorescence, ACh EC80. inhibition, % at 3 µM. hit rate 0.59% among 360,000. AID 624040;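 active means inhibition above a per-plate cutoff, the mean of that plate's test compounds plus 3 SD, cut at about 27% in these data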;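 further: 0% = acetylcholine EC80 with DMSO and 100% = DMSO without agonist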
CHRM1 antagonist: human CHRM1 antagonism. inhibition, % at 3 µM. hit rate 1.3% among 360,000. CHO-K1 hM1, Fluo-8 calcium fluorescence, ACh EC80 antagonist;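 active means percent inhibition above its own plate's cutoff, namely the mean of that plate's compound wells plus 3 SD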;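 further: peak over basal fluorescence ratio during 140 s after agonist addition; 0% = ACh EC80 plus DMSO and 100% = DMSO alone without agonist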
TAAR1 ag: agonists of human TAAR1; Q96RJ0; CHO RD-HGA16 TAAR1, Fluo-8 calcium fluorescence; vehicle wells 0%, saturating PEA agonist 100%; activation, % at 3 µM; hit rate 0.99% among 360,000; AID 624467;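 active means activation above the mean activation of all test compounds in the run plus 3 SD, cut at about 38% in these data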
Target sequence (Q96RJ0 whole entry, looked up): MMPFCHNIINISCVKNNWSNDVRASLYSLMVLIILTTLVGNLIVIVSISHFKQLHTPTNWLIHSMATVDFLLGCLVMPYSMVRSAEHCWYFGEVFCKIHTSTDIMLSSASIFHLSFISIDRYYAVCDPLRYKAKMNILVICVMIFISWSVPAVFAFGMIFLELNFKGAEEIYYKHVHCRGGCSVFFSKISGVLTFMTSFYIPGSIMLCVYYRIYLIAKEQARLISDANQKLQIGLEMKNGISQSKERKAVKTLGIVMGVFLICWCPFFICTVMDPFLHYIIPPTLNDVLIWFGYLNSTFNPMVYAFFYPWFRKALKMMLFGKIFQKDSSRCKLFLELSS
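Test system: RD-HGA16 (CHO) cells co-expressing Gα16 and hTAAR1 / Benchmarks: DMSO vehicle as 0%, PEA at EC100 as 100% / Repeats: no replicates (n 1) / Measure: % activation from peak over basal fluorescence ratio, DMSO-to-PEA scaled / Timing: 17-24 h plating, Fluo-8 75 min 37 °C, 30 min RT / Technique: kinetic Fluo-8 calcium fluorescence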
CHRM5 agonist: agonists of human muscarinic M5 receptor (CHRM5). CHO-K1 hM5 cells, Fluo-8 calcium fluorescence; 0% DMSO wells, 100% maximal acetylcholine response. AID 624037. activation, % at 3 µM. hit rate 0.19% among 360,000. P08912;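 active means activation above the run's mean over test compounds plus 3 SD, cut at about 23% in these data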;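 further: signal is peak over basal fluorescence ratio across the kinetic read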
Active calls of the source: *. Some of the compounds tested; rates above refer to the full screens.

Results for N/C(=N\OC(=O)C1CC1)c1ccc([N+](=O)[O-])s1 ?
M4 antag: 7; CHRM1 PAM: 10; M5 PAM: 5; M1 ag: -2; CHRM4 agonist: 3; M5 antag: 6; CHRM1 antagonist: -15; TAAR1 ag: 16; CHRM5 agonist: -1

What do the screens show for `COc1ccc(CCNC(=O)CCc2ccccc2O)cc1OC`?
M4 antag: 6; CHRM1 PAM: 6; M5 PAM: -3; M1 ag: -2; CHRM4 agonist: 1; M5 antag: -1; CHRM1 antagonist: -9; TAAR1 ag: 1; CHRM5 agonist: 4

What do the screens show for `O=C(Cn1ccc(NC(=O)OCc2ccccc2)nc1=O)NCCCc1ccccc1`?
M4 antag: -4; CHRM1 PAM: 4; M5 PAM: 4; M1 ag: -3; CHRM4 agonist: 2; M5 antag: 4; CHRM1 antagonist: -7; TAAR1 ag: 8; CHRM5 agonist: 2

How did Cc1ccc(NC(=O)CS(=O)CC(=O)Nc2ccc3c(c2)OCO3)cc1Cl (stereo unspecified) do in these assays?
M4 antag: 10; CHRM1 PAM: 9; M5 PAM: -1; M1 ag: -3; CHRM4 agonist: 1; M5 antag: -7; CHRM1 antagonist: -9; TAAR1 ag: 17; CHRM5 agonist: 0

How did O=c1oc2ccccc2c(NCc2ccccc2)c1[N+](=O)[O-] do in these assays?
M4 antag: -5; CHRM1 PAM: 7; M5 PAM: -6; M1 ag: 0; CHRM4 agonist: 3; M5 antag: -3; CHRM1 antagonist: -6; TAAR1 ag: 4; CHRM5 agonist: -1

What do the screens show for `C=CCCN(Cc1ccccc1)S(=O)(=O)c1ccccc1Br`?
M4 antag: 8; CHRM1 PAM: -2; M5 PAM: -14; M1 ag: -9; CHRM4 agonist: -1; M5 antag: 13; CHRM1 antagonist: -8; TAAR1 ag: 1; CHRM5 agonist: -8

What do the screens show for `CC(C)(C)c1ccc(S(=O)(=O)NCC(=O)N2CCN(Cc3ccccc3)CC2)cc1`?
M4 antag: -1; CHRM1 PAM: 4; M5 PAM: 6; M1 ag: 0; CHRM4 agonist: 4; M5 antag: -15; CHRM1 antagonist: -1; TAAR1 ag: 0; CHRM5 agonist: 0

How did CC(=O)c1ccc(NC(=O)CSc2nnc(Cc3cccn3C)n2-c2ccc(F)cc2)cc1 do in these assays?
M4 antag: -3; CHRM1 PAM: 8; M5 PAM: -2; M1 ag: -2; CHRM4 agonist: 0; M5 antag: 9; CHRM1 antagonist: -15; TAAR1 ag: -1; CHRM5 agonist: 4

What do the screens show for `O=C(O)c1ccc(N/N=C/c2ccc(-c3cc(Cl)ccc3Cl)o2)cc1`?
M4 antag: 25; CHRM1 PAM: 8; M5 PAM: -3; M1 ag: -3; CHRM4 agonist: 3; M5 antag: 23; CHRM1 antagonist: 1; TAAR1 ag: 34; CHRM5 agonist: -3

Results for Cc1nc(S(=O)(=O)c2ccc(Cl)cc2)nc2c1CCC2 ?
M4 antag: 3; CHRM1 PAM: 7; M5 PAM: 2; M1 ag: -3; CHRM4 agonist: 0; M5 antag: -3; CHRM1 antagonist: -14; TAAR1 ag: 9; CHRM5 agonist: -2

How did COc1ccc(N2CCN(C(=O)CSc3nnc(C4CC4)n3C3CC3)CC2)cc1 do in these assays?
M4 antag: -4; CHRM1 PAM: 11; M5 PAM: 0; M1 ag: -1; CHRM4 agonist: 1; M5 antag: 1; CHRM1 antagonist: -19; TAAR1 ag: 0; CHRM5 agonist: 3

Results for COc1ccc(C=NNc2nc3ccccc3s2)cc1 ?
M4 antag: -10; CHRM1 PAM: 3; M5 PAM: 5; M1 ag: 8; CHRM4 agonist: 11; M5 antag: 6; CHRM1 antagonist: -4; TAAR1 ag: 9; CHRM5 agonist: 6

What do the screens show for `CN(C)c1ccc(/C=C2\SC(=S)N(Nc3ncc(C(F)(F)F)cc3Cl)C2=O)cc1`?
M4 antag: 35*; CHRM1 PAM: -18; M5 PAM: -6; M1 ag: 37*; CHRM4 agonist: 20; M5 antag: 31*; CHRM1 antagonist: 61*; TAAR1 ag: 123*; CHRM5 agonist: 12

What do the screens show for `CCOC(=O)c1ccc(CSc2nnc(-c3ccncc3)n2N)cc1`?
M4 antag: -2; CHRM1 PAM: -3; M5 PAM: -5; M1 ag: -5; CHRM4 agonist: 2; M5 antag: -3; CHRM1 antagonist: 1; TAAR1 ag: 6; CHRM5 agonist: 0

What do the screens show for `CN(N=Nc1nc[nH]c1C(N)=O)C1CCCCC1`?
M4 antag: -7; CHRM1 PAM: 11; M5 PAM: -1; M1 ag: 4; CHRM4 agonist: 0; M5 antag: 3; CHRM1 antagonist: -8; TAAR1 ag: 1; CHRM5 agonist: -1

5 consecutive compounds already listed:
Results for N/C(=N\OC(=O)C1CC1)c1ccc([N+](=O)[O-])s1 ?
M4 antag: 7; CHRM1 PAM: 10; M5 PAM: 5; M1 ag: -2; CHRM4 agonist: 3; M5 antag: 6; CHRM1 antagonist: -15; TAAR1 ag: 16; CHRM5 agonist: -1

What do the screens show for `COc1ccc(CCNC(=O)CCc2ccccc2O)cc1OC`?
M4 antag: 6; CHRM1 PAM: 6; M5 PAM: -3; M1 ag: -2; CHRM4 agonist: 1; M5 antag: -1; CHRM1 antagonist: -9; TAAR1 ag: 1; CHRM5 agonist: 4

What do the screens show for `O=C(Cn1ccc(NC(=O)OCc2ccccc2)nc1=O)NCCCc1ccccc1`?
M4 antag: -4; CHRM1 PAM: 4; M5 PAM: 4; M1 ag: -3; CHRM4 agonist: 2; M5 antag: 4; CHRM1 antagonist: -7; TAAR1 ag: 8; CHRM5 agonist: 2

How did Cc1ccc(NC(=O)CS(=O)CC(=O)Nc2ccc3c(c2)OCO3)cc1Cl (stereo unspecified) do in these assays?
M4 antag: 10; CHRM1 PAM: 9; M5 PAM: -1; M1 ag: -3; CHRM4 agonist: 1; M5 antag: -7; CHRM1 antagonist: -9; TAAR1 ag: 17; CHRM5 agonist: 0

How did O=c1oc2ccccc2c(NCc2ccccc2)c1[N+](=O)[O-] do in these assays?
M4 antag: -5; CHRM1 PAM: 7; M5 PAM: -6; M1 ag: 0; CHRM4 agonist: 3; M5 antag: -3; CHRM1 antagonist: -6; TAAR1 ag: 4; CHRM5 agonist: -1

Continuation.
How did Cc1ccc(N(C)S(=O)(=O)c2cccc(C(=O)NC3CC(C)(C)NC(C)(C)C3)c2)cc1 do in these assays?
M4 antag: 6; CHRM1 PAM: 1; M5 PAM: -1; M1 ag: -7; CHRM4 agonist: 0; M5 antag: 3; CHRM1 antagonist: 5; TAAR1 ag: 0; CHRM5 agonist: -6

What do the screens show for `O=C(CCc1ccccc1)NNC(=O)C12CC3CC(CC(C3)C1)C2`?
M4 antag: -3; CHRM1 PAM: 9; M5 PAM: -2; M1 ag: -3; CHRM4 agonist: 0; M5 antag: -6; CHRM1 antagonist: -5; TAAR1 ag: 9; CHRM5 agonist: 0

How did CC(=O)c1sc(NC(=O)c2cccc(C)c2)nc1C do in these assays?
M4 antag: -1; CHRM1 PAM: 3; M5 PAM: -1; M1 ag: -4; CHRM4 agonist: 1; M5 antag: 2; CHRM1 antagonist: 5; TAAR1 ag: 9; CHRM5 agonist: -1

How did Cc1ccn2c(=O)c(C(=O)NCCCN3CCCC3=O)c(O)nc2c1 do in these assays?
M4 antag: 0; CHRM1 PAM: 4; M5 PAM: 0; M1 ag: -3; CHRM4 agonist: 1; M5 antag: 6; CHRM1 antagonist: -6; TAAR1 ag: 2; CHRM5 agonist: -1

Results for COc1cccc2cc(C(=O)C3=C(O)C(=O)N(Cc4ccco4)C3c3cccnc3)oc12 (stereo unspecified) ?
M4 antag: -6; CHRM1 PAM: 1; M5 PAM: 3; M1 ag: -2; CHRM4 agonist: -2; M5 antag: -2; CHRM1 antagonist: -12; CHRM5 agonist: 2

Results for COc1cc2c(cc1OC)C(=O)CCS2 ?
M4 antag: -4; CHRM1 PAM: 13; M5 PAM: 7; M1 ag: -5; CHRM4 agonist: 0; M5 antag: -5; CHRM1 antagonist: -14; TAAR1 ag: -3; CHRM5 agonist: -2

Results for O=C(c1cn(-c2ccccc2)nc1-c1cccnc1)N1CCCCC1 ?
M4 antag: -9; CHRM1 PAM: 12; M5 PAM: -3; M1 ag: 0; CHRM4 agonist: 3; M5 antag: -1; CHRM1 antagonist: -13; TAAR1 ag: 10; CHRM5 agonist: 3

Results for COc1ccc(CCC(=O)NNC(=S)Nc2cccc(C(C)=O)c2)cc1 ?
M4 antag: -7; CHRM1 PAM: 7; M5 PAM: 2; M1 ag: -1; CHRM4 agonist: 0; M5 antag: -7; CHRM1 antagonist: -2; TAAR1 ag: 4; CHRM5 agonist: -1

Results for O=c1c([N+](=O)[O-])cccn1Cc1cccc(Cl)c1 ?
M4 antag: -12; CHRM1 PAM: -1; M5 PAM: 6; M1 ag: -5; CHRM4 agonist: 0; M5 antag: 2; CHRM1 antagonist: 3; TAAR1 ag: 0; CHRM5 agonist: 1

What do the screens show for `O=C(Nn1cnnc1)c1cc([N+](=O)[O-])cc([N+](=O)[O-])c1`?
M4 antag: -17; CHRM1 PAM: 3; M5 PAM: 0; M1 ag: -8; CHRM4 agonist: 1; M5 antag: -10; CHRM1 antagonist: -11; TAAR1 ag: -1; CHRM5 agonist: -2

Results for O=C(CCNC(=O)c1ccccc1Cl)Nc1nc2ccccc2[nH]1 ?
M4 antag: 2; CHRM1 PAM: -7; M5 PAM: -3; M1 ag: -2; CHRM4 agonist: 1; M5 antag: 17; CHRM1 antagonist: 6; TAAR1 ag: 1; CHRM5 agonist: 1

What do the screens show for `CCN(CC(=O)Nc1ccc(NC(C)=O)cc1)C(=O)c1ccc2c(c1)S(=O)(=O)N=C1CCCCCN12`?
M4 antag: -14; CHRM1 PAM: 10; M5 PAM: -5; M1 ag: -2; CHRM4 agonist: 1; M5 antag: 2; CHRM1 antagonist: -11; TAAR1 ag: 1; CHRM5 agonist: 0

What do the screens show for `Cc1nn(CCCNC(=O)C2CCCO2)cc1Br` (stereo unspecified)?
M4 antag: -4; CHRM1 PAM: 4; M5 PAM: 7; M1 ag: -4; CHRM4 agonist: 1; M5 antag: -10; CHRM1 antagonist: -11; TAAR1 ag: 6; CHRM5 agonist: -1

What do the screens show for `COC(=O)/C=C/c1ccc(OC(=O)c2ccncc2)cc1`?
M4 antag: -5; CHRM1 PAM: -1; M5 PAM: -6; M1 ag: -3; CHRM4 agonist: 2; M5 antag: 8; CHRM1 antagonist: 4; TAAR1 ag: 1; CHRM5 agonist: 5
